Assay outcomes from PubChem.
TRPV1 ag = activates the human vanilloid receptor TRPV1; TRPV1-expressing cells, Fluo-8 calcium influx, agonist mode; Q8NER1; 0.19% of 320,000 active; activation, % at 8.33 µM; in the data active means activation above about 80%; inconclusive means between about 30% and that limit; further: 0% is about no effect
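Cells expressing TRPV1 were dye-loaded with Fluo-8 and read kinetically: 10 s baseline, 3 min after compound (agonist portion), then 2 min after EC20 capsaicin (allosteric enhancer portion). Calcium-bound dye fluorescence at 480/520 nm.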
Eya2 phos inh = inhibitors of human Eya2 phosphatase activity; 0.006% of 330,000 active; O00167; recombinant Eya2, OMFP fluorescence dephosphorylation (OMFP is methylfluorescein phosphate); Potency, µM (highest dose often 76.9 µM), inactives show at the highest dose activity, negative = inhibition, hits mostly inhibitors; further: potency means the concentration at half of the fitted maximal effect; on the % scale 0 is the no-effect control and ±100 the full control effect
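Eya2 (0.2 uM) preincubated 10 min at ambient with compound, then OMFP substrate added at 50 uM; 10 min reaction in 50 mM HEPES pH 7.5, 50 mM NaCl, 5 uM MgCl2, 0.05% BSA, 1 mM DTT. Fluorescence read at Ex 485/Em 525 nm.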
ASM inhibitor = inhibitors of human secretory acid sphingomyelinase. AID 504937. P17405. placental ASM, HMU-PC fluorogenic substrate, 60 min. Potency, µM (highest dose often 57.5 µM), for the others: at the top dose activity change, negative = inhibition, most hits filed as inhibitors. 0.006% of 340,000 active; further: potency means the concentration at half of the fitted maximal effect
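Human placenta-derived ASM enzyme was preincubated with compound for 10 minutes at room temperature, then given fluorogenic substrate HMU-PC0 (9 uM final) for 60 minutes at 37 °C; a pH 10 stop preceded fluorescence reading at Ex 386/Em 447 nm.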
B2AR arrestin = beta2AR (human) beta-arrestin recruitment activity. P07550. beta-arrestin recruitment to beta2AR, cell-based reporter. Potency, µM (series often up to 46.1 µM), for the others: at the highest dose activation, usual class: activators. 0.02% of 330,000 active. AID 492947;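 further: potency means the concentration at half of the fitted maximal effect; 0% = DMSO controls and full agonism = EC100 isoproterenol or metaproterenol; nearly all actives have a fitted effect of over 65% in size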
Target sequence (P07550 whole entry, looked up): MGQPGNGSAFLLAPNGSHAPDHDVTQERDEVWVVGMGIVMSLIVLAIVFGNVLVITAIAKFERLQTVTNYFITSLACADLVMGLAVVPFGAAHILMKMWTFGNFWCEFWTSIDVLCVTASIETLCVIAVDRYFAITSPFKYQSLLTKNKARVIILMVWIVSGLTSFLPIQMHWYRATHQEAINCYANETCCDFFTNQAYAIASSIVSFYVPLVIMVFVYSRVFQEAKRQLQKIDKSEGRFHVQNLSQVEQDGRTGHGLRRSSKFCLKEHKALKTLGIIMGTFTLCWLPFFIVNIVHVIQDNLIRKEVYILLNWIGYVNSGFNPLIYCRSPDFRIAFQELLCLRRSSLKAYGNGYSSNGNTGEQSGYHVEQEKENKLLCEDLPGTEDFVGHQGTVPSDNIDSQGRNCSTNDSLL
ELG1 genotoxic = induces genotoxicity in HEK293T cells with luciferase-tagged ELG1. HEK293T ELG1-luciferase reporter, luminescence, 16 h. Potency, µM (top dose mostly 46 µM), for the others: top-dose activity change, positive = activation, most hits filed as activators. 1.3% of 330,000 active. AID 504466; further: potency means the concentration at half of the fitted maximal effect; % of control where 0% means no effect; nearly all actives have a fitted effect of over 60% in size
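Genotoxicity was scored as increased ELG1-luciferase reporter signal, measured by ONE-Glo luminescence (30 min, room temperature). Compound or vehicle exposure of the HEK293T reporter cells lasted 16 hr at 37°C.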
p53 reactivator = restores transcriptional activity of mutant p53; H1299 p53-A138V BP100-luciferase reporter, luminescence, 24 h; AID 504706; 0.063% of 320,000 active; Potency, µM (top dose mostly 92.2 µM), for inactives: top-dose activity change, positive = activation, most hits filed as activators; further: potency means the concentration at half of the fitted maximal effect; % of control where 0% means no effect; nearly all actives have a fitted effect of over 45% in size
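p53-null H1299 cells stably carrying temperature-sensitive p53-A138V and a BP100-luciferase reporter were pinned with compounds (4-point, 1:5 series) and held 24 hrs at 37 deg C. Luminescence was read 10 min after detection reagent.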
PTAP TSG101 blk = blocks PTAP/TSG101 interaction to inhibit HIV-1 budding. Q99816. Fluorescence polarization, FITC-PTAP peptide / Tsg101 binding. Potency, µM (doses to about 115 µM), for the others: top-dose activity change, negative = inhibition, actives largely listed as inhibitors. 340,000 tested, under 10 active. AID 493005; active means well fitted inhibition curve with a large enough effect in the main read-out, with a control signal flat, not every such curve was filed as active; inconclusive means small, poorly fitted or top-dose-only effect, or effect the other way, or a change in a side signal; inactive means no such curve, though single readings can be large or run the other way; further: potency means the concentration at half of the fitted maximal effect; % of control where 0% means no effect
Target sequence (Q99816 whole entry, looked up): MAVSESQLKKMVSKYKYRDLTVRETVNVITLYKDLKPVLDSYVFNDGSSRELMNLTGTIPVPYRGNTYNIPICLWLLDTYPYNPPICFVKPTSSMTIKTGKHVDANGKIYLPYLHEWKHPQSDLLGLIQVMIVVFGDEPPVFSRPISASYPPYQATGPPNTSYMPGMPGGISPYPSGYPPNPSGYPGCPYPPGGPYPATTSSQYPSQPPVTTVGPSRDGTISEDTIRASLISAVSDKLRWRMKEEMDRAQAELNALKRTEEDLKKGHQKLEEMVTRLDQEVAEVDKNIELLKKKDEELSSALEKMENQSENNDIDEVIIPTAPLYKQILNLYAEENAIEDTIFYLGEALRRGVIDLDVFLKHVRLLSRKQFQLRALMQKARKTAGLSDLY
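FP read-out: FITC-PTAP peptide, 50 nM final, binding Tsg101 binding domain, 10 uM final; 20 min, r.t.; 10 mM HEPES pH 7.5, 0.15 M NaCl, 0.01% Tween 20, 3 mM EDTA, 0.1 mM TCEP.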
USP2a inh = blocks human ubiquitin-specific protease USP2a | O75604 | USP2 core, Ub-CHOP2 coupled fluorogenic reporter, 485/531 | Potency, µM (doses to about 38.3 µM), inactives show at the highest dose activity change, negative = inhibition, usual class: inhibitors | 0.01% of 330,000 active | AID 463254;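 further: potency means the concentration at half of the fitted maximal effect; plate controls were DMSO wells for no effect and full inhibition by NEM control for full effect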
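Cell-free coupled assay: 10nM USP2 core preincubated 30min RT with compound in Tris-HCl pH 8.0/CaCl2/CHAPS buffer, then 25nM Ub-CHOP2 and 25nM reporter substrate; fluorescence (Ex 485/Em 531) read after 60min RT, normalized to NEM inhibition, concentration-response curves fitted.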
Integrin act MD = activators of alpha7 integrin expression for muscular dystrophy. 0.064% of 350,000 active. alpha7betagal myoblasts, beta-gal FDG fluorescence, 48 h. Potency, µM (highest dose often 38.3 µM), for the others: top-dose activation, most hits filed as activators. AID 624291;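 further: potency means the concentration at half of the fitted maximal effect; 100% = response of the positive control SU9516; nearly all actives have a fitted effect of over 60% in size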
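alpha7betagal+/- myoblasts (passage 13, 250/well) treated 48 h at 37C with compounds at 1:260 dilution of DMSO stock. Lysed, then beta-galactosidase activity read as FDG fluorescence (ex 480/em 540) after 30 min, with pre-read for autofluorescence.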
BRCA1 expr up = increases BRCA1 expression; MCF7-BRCA1-FFLuc reporter, luminescence, 48 h; response scale: scaled: vehicle 0%, 10 µM genistein 100%; Potency, µM (doses to about 46.1 µM), inactives show top-dose activation, hits mostly activators; 1.1% of 380,000 active; AID 624202; further: potency means the concentration at half of the fitted maximal effect; nearly all actives have a fitted effect of over 80% in size; some results filed as inactive show a strong effect at the top dose
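Compounds are tested at multiple concentrations on MCF7 BRCA1-luciferase reporter cells seeded at 2000 per well; after 48 h, a single luminescence end-point is taken and curves fitted to the normalized data.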
uPA surface inh = inhibitors of cell surface uPA generation; cell surface uPA generation assay, qHTS; Potency, µM (highest dose often 38.3 µM), inactives show at the highest dose activity change, negative = inhibition, usual class: inhibitors; 0.31% of 330,000 active; active means well fitted inhibition curve with a large enough effect; inconclusive means small, poorly fitted or top-dose-only effect; inactive means no such curve, though single readings can be large or run the other way; tested in mouse RAW 264.7 cells; further: potency means the concentration at half of the fitted maximal effect; on the % scale 0 is the no-effect control and ±100 the full control effect; nearly all actives have a fitted effect of over 55% in size
Active calls of the source: *; ? = inconclusive; . = no result given; [ ] = remark or other dose. Unless noted, the call rests on the fitted dose curve; in most records, active means well fitted curve in the direction sought with a large enough effect; inconclusive means small, poorly fitted or top-dose-only effect, or another doubt; inactive means no such curve, though single readings can be large; an effect the other way counts as inactive or inconclusive. Rows were taken by chance, and some 2.6% of all compounds hit somewhere here.

item	molecule	TRPV1 ag	Eya2 phos inh	ASM inhibitor	B2AR arrestin	ELG1 genotoxic	p53 reactivator
1	CCCOC(=O)c1c(-c2ccc(OC)cc2)oc2ccc(-c3ccc(OC)nc3)cc12	0	-4%	143%[activator]	-1.0%	-4%	.
2	CC(=O)NCC(=O)OC(C)C(=O)Nc1ccc(C(C)=O)cc1 (stereo not drawn)	-1	1%	-1%	-0.2%	2%	14%
3	CCN(CC)CCCC(C)Nc1nccc2c(Cl)cccc12 (stereo not drawn)	.	.	78%[activator]	.	.	.
4	Oc1cccc(-c2nnc(-c3cccc(O)c3)nn2)c1	.	.	-4%	.	.	.
5	COc1ccc(NC(=O)C(c2ccc(C)cc2)N(C)C(=O)CNC(C)=O)cc1 (stereo not drawn)	1	8%	-2%	-0.2%	2%	0%
6	CC1CCCCN1C(=O)COC(=O)C1CCN(S(=O)(=O)c2c(Cl)cccc2Cl)CC1 (stereo not drawn)	-2	3%	-2%	-0.7%	-2%	-7%
7	O=c1[nH]c(CN2CCN(c3ncccn3)CC2)nc2c(Br)cc(Br)cc12	1	-27%	-5%	0.1%	-2%	-3%
8	O=C(c1cc2ccccc2c(=O)o1)N1CCCC1	1	1%	.	2.6%	1%	-5%

item	PTAP TSG101 blk	USP2a inh	Integrin act MD	BRCA1 expr up	uPA surface inh
1	-7%	0%	-5%	0%	5%
2	-11%	-2%	37%	27%	0%
3	-4%	.	-50%[inhibitor]	-39%	-3%
4	-3%	.	-41%	-55%	-8%
5	-3%	0%	18%	-1%	-3%
6	-3%	-1%	-19%	-2%	-1%
7	0%	0%	-6%	-36%	-1%
8	.	0%	.	.	.

(listing goes on)
item	molecule	TRPV1 ag	Eya2 phos inh	ASM inhibitor	B2AR arrestin	ELG1 genotoxic	p53 reactivator
9	CC1CCN(CC(O)COc2cccc(F)c2)CC1 (stereo not drawn)	-1	2%	-1%	0.1%	-6%	4%
10	CC(C)(O)C#Cc1ccc(C(=O)NCc2ccccc2F)cc1	4	6%	3%	-0.4%	4%	18%
11	O=C(CSc1nnc(-c2ccncc2)o1)Oc1ccccc1	0	7%	2%	-0.3%	2%	4%
12	CC(=O)c1c(C)oc2ccc(NS(=O)(=O)c3ccc(O)c(C(=O)O)c3)cc12	0	-5%	12%	0.0%	-3%	-4%
13	COC(=O)CSC1=C(C#N)C(c2ccc3c(c2)OCO3)C2=C(CCCC2=O)N1 (stereo not drawn)	4	-5%	196%[activator]	-1.1%	1%	5%
14	Cc1ccc(NC(=O)c2ccc(OCC3CCCO3)cc2)nc1 (stereo not drawn)	17	16%	1%	0.2%	?	9%
15	COc1ccccc1C(=O)Nc1ccc(N2CCN(C(C)=O)CC2)cc1	3	2%	-2%	-0.9%	2%	-2%
16	COCCN(C(=O)CSc1nnc(-c2cccc(F)c2)n1N)c1c(N)n(CC(C)C)c(=O)[nH]c1=O	2	0%	5%	-0.3%	4%	-12%

item	PTAP TSG101 blk	USP2a inh	Integrin act MD	BRCA1 expr up	uPA surface inh
9	-3%	?	-4%	-13%	10%
10	2%	1%	29%	42%	-1%
11	-2%	4%	7%	20%	0%
12	-4%	1%	12%	7%	4%
13	-4%	-2%	-12%	-22%	-3%
14	0%	0%	30%	?	-4%
15	1%	0%	22%	16%	4%
16	-6%	0%	0%	-2%	5%

Next records.
item	molecule	TRPV1 ag	Eya2 phos inh	ASM inhibitor	B2AR arrestin	ELG1 genotoxic	p53 reactivator
17	O=C(CN1C(=O)COCC1=O)N1CCOCC1	0	1%	6%	-0.2%	-1%	7%
18	CCC(C)N(C(=O)CSc1nnc(NC(C)C)s1)C1CCS(=O)(=O)C1 (stereo not drawn)	-7	-4%	1%	-0.5%	1%	6%
19	CC(C)(C)NC(=O)Cc1ccc(Cl)c(Cl)c1	?	11%	9%	0.0%	0%	1%
20	S=C(NC1CCCC1)N1CCN(c2ccc(Cl)cc2)CC1	?	-2%	-4%	0.0%	-8%	7%
21	Cc1ccc(-c2nn(CC(=O)NCc3ccccn3)c(=O)c3ccccc23)cc1S(=O)(=O)N(C)C	6	-16%	5%	-0.7%	-5%	-5%
22	Cc1cc(CNC(=O)c2cccc(OC3CCN(S(=O)(=O)N(C)C)CC3)c2)on1	0	0%	6%	-0.7%	12%	18%
23	Cc1ccccc1Oc1nnc(-c2cccs2)c2ccccc12	?	2%	3%	0.3%	1%	-4%
24	O=C(Cn1cccc1C(=O)c1ccccc1)NCc1cccc(Cl)c1	14	5%	0%	0.0%	1%	8%

item	PTAP TSG101 blk	USP2a inh	Integrin act MD	BRCA1 expr up	uPA surface inh
17	-7%	1%	0%	-18%	.
18	1%	-1%	28%	25%	0%
19	4%	1%	1%	0%	-2%
20	-3%	0%	24%	11%	1%
21	-18%	0%	-5%	-12%	-2%
22	-4%	-3%	7%	?	0%
23	-1%	9%	-54%[inhibitor]	-32%	-4%
24	0%	-6%	?	50%	-4%

More records follow.
item	molecule	TRPV1 ag	Eya2 phos inh	ASM inhibitor	B2AR arrestin	ELG1 genotoxic	p53 reactivator
25	C[N+]1(CC(O)COCC2COc3ccccc3O2)CCOCC1 (stereo not drawn)	1	-2%	-1%	0.3%	0%	-1%
26	Cc1cccc(NC(=O)Cn2c(=O)n(CC3CCCO3)c(=O)c3ccccc32)c1 (stereo not drawn)	2	-8%	0%	-0.2%	0%	-9%
27	CCc1ccc(NC(=O)CCCn2nc(CC)n3c(cc4occc43)c2=O)cc1	-1	3%	-7%	0.1%	-3%	-9%
28	CC(C)CC(=O)Nc1ccc(Oc2ccc3c(c2)C(=O)NC3=O)cc1	9	5%	3%	-0.9%	0%	-3%
29	O=c1c2cc(O)c(O)cc2oc2cc(O)c(C3OC(CO)C(O)C(O)C3O)c(O)c12 (stereo not drawn)	-2	11%	5%	-0.2%	-2%	1%
30	Cc1nnc(CN(C)C(=O)c2cc(COc3ccc(C)c(C)c3)on2)o1	8	1%	4%	0.2%	9%	29%
31	COC(=O)CN(c1nc(C)cc(OC)n1)S(=O)(=O)c1ccc(C)cc1	0	2%	0%	-0.5%	-4%	-1%
32	CN(CC(=O)Nc1ccccc1Sc1ccccc1)C1CCCCC1	21	3%	1%	0.3%	-2%	3%

item	PTAP TSG101 blk	USP2a inh	Integrin act MD	BRCA1 expr up	uPA surface inh
25	-6%	3%	4%	-14%	?
26	-5%	-3%	-8%	3%	2%
27	-2%	0%	-11%	-3%	-2%
28	-3%	3%	-8%	3%	12%
29	3%	3%	14%	17%	0%
30	-1%	-2%	-13%	28%	0%
31	-1%	0%	-2%	-17%	-4%
32	0%	3%	8%	-17%	8%

From compound 29 to 32, copied from above:
item	molecule	TRPV1 ag	Eya2 phos inh	ASM inhibitor	B2AR arrestin	ELG1 genotoxic	p53 reactivator
29	O=c1c2cc(O)c(O)cc2oc2cc(O)c(C3OC(CO)C(O)C(O)C3O)c(O)c12 (stereo not drawn)	-2	11%	5%	-0.2%	-2%	1%
30	Cc1nnc(CN(C)C(=O)c2cc(COc3ccc(C)c(C)c3)on2)o1	8	1%	4%	0.2%	9%	29%
31	COC(=O)CN(c1nc(C)cc(OC)n1)S(=O)(=O)c1ccc(C)cc1	0	2%	0%	-0.5%	-4%	-1%
32	CN(CC(=O)Nc1ccccc1Sc1ccccc1)C1CCCCC1	21	3%	1%	0.3%	-2%	3%

item	PTAP TSG101 blk	USP2a inh	Integrin act MD	BRCA1 expr up	uPA surface inh
29	3%	3%	14%	17%	0%
30	-1%	-2%	-13%	28%	0%
31	-1%	0%	-2%	-17%	-4%
32	0%	3%	8%	-17%	8%

The list continues.
item	molecule	TRPV1 ag	Eya2 phos inh	ASM inhibitor	B2AR arrestin	ELG1 genotoxic	p53 reactivator
33	N#C/C(=C\c1ccc(OCc2ccccc2)cc1)C(=O)Nc1ccc(C(=O)O)cc1	9	-19%	3%	-0.3%	26%	4%
34	C=CCn1c(C(C)NC(=O)c2ccc(C)cc2)n[nH]c1=S (stereo not drawn)	1	2%	5%	3.2%	1%	2%
35	Cc1noc(C)c1COC(=O)COc1ccc(-c2ccccc2)cc1	.	14%	-7%	-0.6%	0%	2%
36	CC(C)C(=O)Nc1nnc(SCC(=O)NCc2ccco2)s1	-2	1%	1%	-0.1%	2%	-13%

item	PTAP TSG101 blk	USP2a inh	Integrin act MD	BRCA1 expr up	uPA surface inh
33	-8%	-1%	17%	11µM*	-2%
34	-4%	-12%	17%	5%	4%
35	0%	3%	14%	0%	-2%
36	-8%	6%	-9%	0%	1%
